# PPARg SRC2 recr – agonists of SRC-2 recruitment by human PPARgamma | P37231 | PPARgamma LBD-SRC-2 recruitment, biochemical | activation, % at 8 µM | 200,000 compounds, 0.34% hits | AID 1032; in the data active = activation above about 22%;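 also: 0% = vehicle and 100% = reference agonist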
# Target sequence (P37231 whole entry, looked up, the tested form may be a part): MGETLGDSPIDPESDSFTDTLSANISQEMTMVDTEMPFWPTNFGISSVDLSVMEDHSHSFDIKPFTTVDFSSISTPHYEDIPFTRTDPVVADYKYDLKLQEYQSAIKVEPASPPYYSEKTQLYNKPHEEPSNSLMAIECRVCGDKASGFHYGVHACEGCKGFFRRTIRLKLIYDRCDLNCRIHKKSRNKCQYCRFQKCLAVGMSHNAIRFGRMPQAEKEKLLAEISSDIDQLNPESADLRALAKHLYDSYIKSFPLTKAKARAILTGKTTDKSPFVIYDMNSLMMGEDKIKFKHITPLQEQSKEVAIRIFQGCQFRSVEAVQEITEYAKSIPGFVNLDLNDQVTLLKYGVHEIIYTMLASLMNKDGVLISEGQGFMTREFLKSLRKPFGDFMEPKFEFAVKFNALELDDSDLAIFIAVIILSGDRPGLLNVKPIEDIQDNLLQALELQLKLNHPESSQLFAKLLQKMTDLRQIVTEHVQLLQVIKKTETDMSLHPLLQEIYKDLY
# PPARg SRC-1 ag – promotes SRC-1 coactivator recruitment by human PPARgamma; PPARgamma-SRC-1 coactivator recruitment biochemical assay; activation, % at 8 µM; P37231; 200,000 compounds, 0.41% hits; in the data active = activation above about 19%;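 also: 0% = DMSO and 100% = reference agonist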
# RAM inhibit – blocks the yeast RAM network | S. cerevisiae dse1pr::URA3 reporter, 5-FOA growth OD615, 2 d; analog-sensitive cbk1-as2 kinase mutant strain | inhibition, % at 50 µM | 190,000 compounds, 1.8% hits;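 active = inhibition above a set limit, 3 SD over mean compound inhibition, cut at about 8.4% in these data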;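 also: 0% = DMSO-only wells with no growth and 100% = 10 µM 1-NA-PP1 full growth; inhibition rescues growth on 5-FOA so higher OD means more RAM inhibition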
# DTT redox prof – compounds producing H2O2 with reducing agent – biochemical, NIH compound library profiling, artefact control for MLSCN library redox annotation, primary screen. DTT-dependent redox cycling H2O2, phenol red/HRP absorbance; 100% = 100 µM peroxide control, 0% = buffer. activation, % at 10 µM. 200,000 compounds, 0.03% hits;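 active = activation of at least 50% relative to the plate's high and low controls in the primary single-dose screen; inactive = activation below 50%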;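 also: compound incubated with DTT at 0.8 mM final as the reducing agent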
# ROMK primary – modulates human ROMK potassium channel activity. Tet-inducible ROMK, thallium flux fluorescence; actives lie on both sides. B-score at 10 µM. 130,000 compounds, 2% hits;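 active = signal ratio slope over the read window, or its plate-corrected B-score, at least 3 SD from the plate mean, either direction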;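 also: B-score of the F/F0 ratio slope over 7 to 12 s after thallium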
# bIAP inhibitor – blocks bovine intestinal alkaline phosphatase activity. 190,000 tested, under 10 active. purified bovine IAP, CDP-star luminescence, 30 min. inhibition, % at 20 µM. AID 1019;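 active = over 50% inhibition of intestinal alkaline phosphatase at 20 µM in the single-dose screen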
#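 System: purified bovine intestinal alkaline phosphatase (IAP) enzyme; Input: IAP diluted 1/65,000,000 in the well; Measured by: CDP-star luminescence signal; Compound dosing: 20 µM single dose; Incubation: 30 min reaction at room temperature.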
# SRC2 TRFRET art – flags TR-FRET format artefacts in PPARgamma SRC-2 recruitment agonist screen; TR-FRET artefact counter-screen; active compounds read high; TR-FRET ratio at 8 µM; 200,000 compounds, 0.4% hits; in the data active = TR-FRET ratio above about 2000; also: inactives centre near 1500; reference of the scale not given here
# PPARg SRC3 recr – PPARgamma-driven SRC-3 recruitment agonism; 200,000 compounds, 0.26% hits; activation, % at 8 µM; AID 731; P37231; biochemical PPARgamma/SRC-3 coactivator recruitment assay; in the data active = activation above about 23%;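 also: 0% = DMSO and 100% = reference agonist; some compounds past the cut are filed as inactive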
# L major viab – Leishmania major promastigote growth inhibition; inhibition, % at 10 µM; AID 1063; Leishmania major promastigotes, resazurin fluorescence viability; 200,000 compounds, 9% hits; in the data active = inhibition above about 50%;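 also: promastigotes grown with compound for 44 hours at 28 °C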
# S1P3 antagonist – S1P3 (human) receptor antagonism; 170,000 compounds, 0.27% hits; CHO S1P3 NFAT-BLA reporter, FRET fluorescence, antagonist mode; Q99500; inhibition, % at 4.98 µM;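 active = inhibition above the plate cutoff, the mean inhibition of test wells on that plate plus 3 SD, cut at about 28% in these data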;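 also: cells challenged with S1P at its EC80 of 0.8 µM; blue over green emission ratio from cleaved BLA substrate after 4 h stimulation; 0% = S1P-stimulated wells and 100% = unstimulated DMSO-only wells; some compounds past the cut are filed as inactive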
# Target sequence (Q99500 whole entry, looked up): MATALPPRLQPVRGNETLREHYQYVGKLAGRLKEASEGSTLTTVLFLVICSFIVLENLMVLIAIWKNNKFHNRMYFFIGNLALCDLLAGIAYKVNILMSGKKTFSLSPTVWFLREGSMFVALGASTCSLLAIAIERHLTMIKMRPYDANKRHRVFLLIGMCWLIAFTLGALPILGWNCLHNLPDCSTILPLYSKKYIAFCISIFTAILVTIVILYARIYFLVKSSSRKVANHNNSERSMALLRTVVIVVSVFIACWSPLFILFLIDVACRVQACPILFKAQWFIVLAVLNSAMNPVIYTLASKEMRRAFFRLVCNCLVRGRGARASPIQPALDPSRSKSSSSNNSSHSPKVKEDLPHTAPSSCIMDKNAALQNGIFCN
# Efa HMGR inh – E. faecalis class II HMG-CoA reductase inhibition; purified E. faecalis HMGR, NADPH absorbance 340 nm kinetic; inhibition, % at 10 µM; 190,000 compounds, 0.41% hits;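 active = inhibition above a set limit, the median over all tested compounds plus 3 SD, cut at about 9.5% in these data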;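 also: enzyme runs in reverse so mevalonate oxidation gives rising NADPH absorbance; 0% = complete reaction with DMSO and 100% = background rate lacking mevalonate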
# Starred values were filed as active, the others as inactive; . = no result given.
SMILES,PPARg SRC2 recr,PPARg SRC-1 ag,RAM inhibit,DTT redox prof,ROMK primary,bIAP inhibitor,SRC2 TRFRET art,PPARg SRC3 recr,L major viab,S1P3 antagonist,Efa HMGR inh
Cc1cc(Cl)c(S(=O)(=O)N2CCCC2)cc1OCC(=O)NC1CCCCC1,-7,-1,0.5,0.3,-0.46,-6,1308,-8,31,.,0
Cn1c(CN2CCCCC2)c(C#N)c2ccccc21,-2,1,0.1,1.2,.,3,1526,-14,-2,-33,3
CS(=O)(=O)n1nc(C(=O)N2CCOCC2)nc1N,-1,0,-1.1,0.2,0.54,6,1480,-5,-1,-3,-1
C/C(=N\NC(=O)c1ccc(NS(=O)(=O)c2cccs2)cc1)c1ccncc1,3,6,-0.2,-0.3,-0.092,-7,1619,-2,-13,-2,-3
CC(=O)NCCCc1nc2ccccc2n1Cc1ccc(C)cc1,13,0,0.0,-2.8,.,-5,1733,4,1,.,0
NC(=O)c1ccsc1NC(=O)C1CCCN1S(=O)(=O)c1ccc(Cl)cc1 (stereo not drawn),-2,4,0.1,-1.4,0.36,10,1623,1,1,.,0
CCOC(=O)c1c(N)nn(C(=O)c2ccccc2)c1-c1ccccc1,1,3,3.7,-2.0,0.6,16,1616,3,1,-16,1
Cc1cc(C)cc(NC(=O)CC2NCCNC2=O)c1 (stereo not drawn),11,0,0.5,0.9,0.75,14,1687,-1,-7,.,-5
Cc1nn(Cc2ccc([N+](=O)[O-])cc2)c(=O)n1-c1ccc(Cl)cc1,-4,3,1.8,0.1,-0.04,8,1356,3,-7,4,3
Cc1c(-c2ccccn2)c(=O)[nH]n1-c1ccc(F)cc1,2,-7,1.1,-0.9,-0.11,17,1720,6,4,-11,-3
CCOC(=O)N1CCN(C(=O)CCN2C(=O)COc3ccc(C)cc32)CC1,-5,-2,1.0,2.5,.,2,1376,5,-3,-6,-1
O=c1c(Cc2c(F)cccc2Cl)c(O)ccn1CCCn1ccnc1,5,3,1.2,-0.8,0.6,-3,1576,2,-5,-3,-1
COc1ccc(NC(=O)NCc2cccnc2)cc1OC,8,-1,1.3,1.1,.,8,1476,-4,-5,6,-2
CCN(CC)S(=O)(=O)c1ccc2[nH]cc(C(=O)NCCCN3CCCCC3C)c(=O)c2c1 (stereo not drawn),1,1,-0.5,0.9,0.83,-6,1551,3,-3,.,-1
NS(=O)(=O)c1ccc(CCNC(=O)CN2CCN(c3ccccc3O)CC2)cc1,4,2,3.0,-0.3,.,28,1460,1,-5,-14,0
O=C(NC1CCCCC1)C(c1ccccc1)N(C(=O)Cc1ccsc1)c1ccccc1 (stereo not drawn),10,0,3.1,3.0,.,16,1631,10,1,.,3
Cc1nc(NC(=O)c2ccc([N+](=O)[O-])cc2Cl)sc1C(=O)N(C)C,-5,-1,0.4,0.1,.,-10,1408,-1,-8,-5,2
CCN(Cc1ccccc1)C(=O)CSc1nncn1C,-3,1,2.6,-0.1,.,-6,1427,1,-3,-25,0
CN(CC(=O)Nc1ccccc1F)CC(=O)Nc1ccccc1Br,1,6,0.5,-0.6,-0.52,-38,1674,5,-4,-9,9.9*
CC(NC(=O)OCc1ccccc1)C(=O)Oc1cc2oc(=O)cc(-c3ccccc3)c2cc1Cl (stereo not drawn),-7,2,1.0,0.9,-0.031,10,1505,1,-9,8,0
C=C1C2(C(=O)NCc3ccco3)CCC(C2)C1(C)C (stereo not drawn),1,3,1.6,2.8,.,6,1257,-3,-2,-24,0
CCNc1nc(NC(C)C)nc(OCCNS(=O)(=O)c2cc(C)ccc2C)n1,6,5,0.1,3.6,0.41,1,1561,-3,1,11,-2
O=C1C=CN(C(=O)Oc2ccccc2)CC1,2,4,1.4,0.6,.,-6,1548,-3,-3,-10,-8
CCCn1c(NC(=O)C2CCN(S(=O)(=O)c3cccs3)CC2)nc2ccccc21,14,6,0.1,0.4,.,1,1529,3,97*,3,-2
CC(C)OC(=O)c1cccnc1N1CCN(c2cccc(Cl)c2)CC1,5,11,0.7,-2.0,0.25,3,1619,4,11,19,-5
O=C(Cn1ccc2ccccc2c1=O)NCCC(=O)N1CCN(c2cccc(C(F)(F)F)c2)CC1,-1,-3,4.2,2.9,.,3,1542,-2,-2,5,-7
Cc1cccc(NC2=C/C(=N/S(=O)(=O)c3cccs3)c3ccccc3C2=O)c1,14,4,5.6,6.4,0.74,-7,1569,2,19,-8,1
COc1ccccc1NC(=O)CSc1nnc(Cn2c(=O)sc3ccccc32)n1C,-2,2,3.3,-0.8,.,2,1533,-1,-5,-6,-5
Cc1ccc(NC(=O)c2cc([N+](=O)[O-])ccc2NCc2cccnc2)cc1Cl,-3,2,2.5,2.3,.,18,1354,-10,42,.,-8
C#CCOCCOCCOCCNc1nc(N2CCN(C(=O)[C@H]([C@@H](C)CC)n3cc(CCCN=C(N)N)nn3)CC2)nc(N2CCN(C(=O)[C@H]([C@@H](C)CC)n3cc(CCCN=C(N)N)nn3)CC2)n1,6,-3,0.1,0.2,0.12,32,1487,-1,-2,3,-10
Cn1nnnc1Sc1ncnc2scc(-c3ccccc3)c12,3,0,1.0,-2.0,.,33,1465,2,70*,-10,2
Cc1cc(=O)oc(C)c1C(=O)NCCc1ccc(F)cc1,0,-4,-0.3,2.4,.,-12,1368,-9,-5,.,3
Cc1ccc(S(=O)(=O)CC(CN2CCOCC2)N2CCOCC2)cc1 (stereo not drawn),10,6,2.9,-0.9,1,4,1529,5,-4,-21,2
O=C(Nc1ccccc1C(=O)N1CCCCCC1)c1ccc(Cl)cc1,-7,-2,1.7,-0.5,.,9,1422,-3,15,-9,-6
Oc1cccc(Nc2ncnc3ccccc23)c1,-1,3,1.6,2.8,.,1,1484,10,7,3,-10
COc1ccccc1-n1c2nc3ccccc3nc2c2c(=O)n(-c3cc(C)cc(C)c3)cnc21,12,-3,7.1,1.2,.,-1,1619,7,15,-10,-9
CCC(NC(=S)Nc1ccccc1)C(=O)O (stereo not drawn),5,0,4.1,-0.7,-0.002,12,1556,0,11,-6,-2
CCc1nnc(NS(=O)(=O)c2ccc(NC(=S)NC(=O)/C=C/c3ccc(C(C)C)cc3)cc2)s1,-1,7,1.2,6.7,.,11,1551,7,-8,.,1
O=C(CSc1nnc2c(Cl)cc(C(F)(F)F)cn12)Nc1ccc2c(c1)OCO2,6,10,4.8,-0.1,0.054,-1,1809,-6,-1,.,-5
CCC(=O)N/C(=N/c1nc(C)cc(C)n1)Nc1ccc(OC)cc1,-4,-4,-0.4,0.6,0.38,35,1347,0,1,.,-3
CCOC(=O)c1sc2nc(C)nc(NCc3cccnc3)c2c1C,-4,-7,-0.1,-1.8,0.16,-6,1557,-2,-1,-2,-4
CC1=NN(c2ccc([N+](=O)[O-])cc2)C(=O)/C1=C\N(C)C,7,1,4.5,-1.6,0.54,11,1728,4,-6,-13,-4
CCCCn1c(SCC(=O)OCC)nc2c1c(=O)[nH]c(=O)n2C,5,3,1.0,-0.4,.,5,1572,5,-6,-49,-10
COc1cccc(C(=O)NC2(C(F)(F)F)N=C3SCCN3C2=O)c1 (stereo not drawn),1,4,1.7,1.1,.,37,1668,2,0,-21,.
CC1(C)CC(=O)C2=C(C1)OC(N)=C(C#N)C21C(=O)N(Cc2ccccc2Cl)c2ccccc21 (stereo not drawn),3,-1,4.3,0.3,-2.9,8,1533,-2,59*,.,-2
Nc1nc2c(F)cccc2s1,5,2,0.8,0.4,.,8,1792,-1,-7,7,-2
CSCCC(NC(=O)CCN1C(=O)c2ccccc2C1=O)C(=O)O (stereo not drawn),6,-2,1.8,0.3,0.74,2,1512,-5,28,-6,1
CSC1=NC2(CC(c3ccccc3)Oc3cc(O)ccc32)CC(C)(C)N1 (stereo not drawn),12,4,1.6,-0.3,-4*,-7,1633,29*,4,.,-3
COc1cccc(-c2ccc(C#N)c(OC(=O)c3c(Cl)cccc3Cl)n2)c1,-2,1,12*,-4.4,.,15,1384,-10,14,.,-11
Cc1cc(C(=O)CSc2nnc(-c3ccccc3)n2-c2ccccc2)c(C)n1-c1ncn[nH]1,4,-2,1.7,1.9,.,-3,1676,6,-7,0,-1
# The listing continues.
SMILES,PPARg SRC2 recr,PPARg SRC-1 ag,RAM inhibit,DTT redox prof,ROMK primary,bIAP inhibitor,SRC2 TRFRET art,PPARg SRC3 recr,L major viab,S1P3 antagonist,Efa HMGR inh
O=C(N/N=C/c1ccc(Br)cc1)c1ccccc1-n1cccc1,0,2,1.3,1.6,.,15,1479,11,65*,.,0
O=C1Nc2cc(Cl)c(Cl)cc2N(O)N1c1cccc(Cl)c1,16,6,2.4,1.5,.,1,1747,-1,-7,.,3
Cc1ccc(CN2C(=O)CCC2C(=O)NCc2ccco2)cc1 (stereo not drawn),0,-4,-0.1,-2.7,-0.02,-2,1806,-4,-1,-47,-3
O=C(Cn1ncc(N2CCOCC2)c(Br)c1=O)c1ccc(Cl)cc1,8,9,-0.3,0.0,0.52,8,1636,1,-8,-8,5
Cc1cc(S(=O)(=O)Nc2ccc3c(c2)COC3=O)ccc1F,0,6,1.8,0.4,0.009,3,1801,2,-3,2,0
CC(=O)Nc1ccc(S(=O)(=O)Nc2cccc(-c3cn4cccnc4n3)c2)cc1,5,12,2.2,-1.6,-0.93,-38,1567,8,0,-10,-1
Cc1ccccc1N(C(=O)Cn1nnc(-c2ccc(F)cc2)n1)C(C(=O)NC(C)(C)C)c1ccncc1 (stereo not drawn),2,0,2.2,-0.2,.,-2,1492,0,34,-26,0
Cc1ccccc1-n1c(-c2ccco2)n[nH]c1=S,27*,8,0.4,-0.6,1.3,6,1756,7,-7,1,1
O=C(CN(Cc1ccccc1)C(=O)CCC(=O)Nc1ccccn1)NCc1ccco1,0,3,0.3,2.5,.,5,1352,2,9,3,-1
COc1ccc(NC(=O)c2c3c(nc4ccccc24)CCC3)cc1,11,5,7.0,-6.7,.,-4,1633,-4,-6,.,-9
O=C(Cc1cccc2ccccc12)NNC(=O)Nc1cccc(Cl)c1,6,4,0.1,1.2,.,1,1605,-12,27,.,-1
CCOC(=O)c1c(NC(=O)CSc2nnc(Cc3csc(N)n3)n2C)sc(C)c1C,13,-2,2.2,0.9,-2.1,-3,1574,-4,5,1,2
Cc1cccc(N2CCN(C(=O)C3CCCN(S(=O)(=O)c4c(C)noc4C)C3)CC2)c1C (stereo not drawn),-1,1,.,-0.5,.,.,1399,0,21,3,.
CCOc1ccc(C(C(=O)NC2CCCC2)N(CCCO)C(=O)c2ccc(-c3ccccc3)[nH]2)cc1 (stereo not drawn),6,-7,3.0,0.1,-0.63,-10,1407,0,5,-12,-1

# Source: PubChem BioAssay
